Screening results (PubChem)
PrPC TRFRET – cell surface PrPC inhibition, primary TR-FRET screen; P04156; TR-FRET read-out; hit rate 0.43% among 370,000; AID 720596; inhibition, % at 13.8 µM; in the data active = inhibition above about 24%; note: 0% = median of the test wells and 100% = reference compound wells
CCHFV vOTU inh – CCHFV vOTU protease inhibition; Pep-AMC fluorescence; inhibition, % at 11.5 µM; hit rate 0.55% among 370,000; AID 651958; in the data active = inhibition above about 30%; note: 0% = vehicle wells with enzyme and 100% = no enzyme wells
BoNT A protease – BoNT A light chain protease inhibition. inhibition, % at 10 µM. multiplex microsphere protease substrate cleavage, flow cytometry. hit rate 0.17% among 360,000. AID 588499; note: plate controls were buffer without enzyme for full effect and enzyme alone for no effect
Anthrax LF prot – inhibitors of Bacillus anthracis lethal factor protease; P15917; multiplex microsphere protease cleavage assay, LF; inhibition, % at 10 µM; hit rate 0.12% among 360,000; AID 588501; note: plate controls were buffer without enzyme for full effect and enzyme alone for no effect
BoNT F protease – inhibitors of Botulinum neurotoxin F light chain protease | Multiplex microsphere protease cleavage assay, flow cytometry | inhibition, % at 10 µM | hit rate 0.22% among 360,000; in the data active = inhibition above about 35%, passing the limit was not always enough; inconclusive = no clear call, values can overlap the other calls; note: plate controls were buffer without enzyme for full effect and enzyme alone for no effect
TcdB inh – TcdB glycohydrolase inhibition | hit rate 0.24% among 350,000 | TcdB glycohydrolase enzymatic assay, plate reader | inhibition, % at 9.99 µM | P18177; in the data active = inhibition above about 10%
Target sequence (P18177 whole entry, looked up): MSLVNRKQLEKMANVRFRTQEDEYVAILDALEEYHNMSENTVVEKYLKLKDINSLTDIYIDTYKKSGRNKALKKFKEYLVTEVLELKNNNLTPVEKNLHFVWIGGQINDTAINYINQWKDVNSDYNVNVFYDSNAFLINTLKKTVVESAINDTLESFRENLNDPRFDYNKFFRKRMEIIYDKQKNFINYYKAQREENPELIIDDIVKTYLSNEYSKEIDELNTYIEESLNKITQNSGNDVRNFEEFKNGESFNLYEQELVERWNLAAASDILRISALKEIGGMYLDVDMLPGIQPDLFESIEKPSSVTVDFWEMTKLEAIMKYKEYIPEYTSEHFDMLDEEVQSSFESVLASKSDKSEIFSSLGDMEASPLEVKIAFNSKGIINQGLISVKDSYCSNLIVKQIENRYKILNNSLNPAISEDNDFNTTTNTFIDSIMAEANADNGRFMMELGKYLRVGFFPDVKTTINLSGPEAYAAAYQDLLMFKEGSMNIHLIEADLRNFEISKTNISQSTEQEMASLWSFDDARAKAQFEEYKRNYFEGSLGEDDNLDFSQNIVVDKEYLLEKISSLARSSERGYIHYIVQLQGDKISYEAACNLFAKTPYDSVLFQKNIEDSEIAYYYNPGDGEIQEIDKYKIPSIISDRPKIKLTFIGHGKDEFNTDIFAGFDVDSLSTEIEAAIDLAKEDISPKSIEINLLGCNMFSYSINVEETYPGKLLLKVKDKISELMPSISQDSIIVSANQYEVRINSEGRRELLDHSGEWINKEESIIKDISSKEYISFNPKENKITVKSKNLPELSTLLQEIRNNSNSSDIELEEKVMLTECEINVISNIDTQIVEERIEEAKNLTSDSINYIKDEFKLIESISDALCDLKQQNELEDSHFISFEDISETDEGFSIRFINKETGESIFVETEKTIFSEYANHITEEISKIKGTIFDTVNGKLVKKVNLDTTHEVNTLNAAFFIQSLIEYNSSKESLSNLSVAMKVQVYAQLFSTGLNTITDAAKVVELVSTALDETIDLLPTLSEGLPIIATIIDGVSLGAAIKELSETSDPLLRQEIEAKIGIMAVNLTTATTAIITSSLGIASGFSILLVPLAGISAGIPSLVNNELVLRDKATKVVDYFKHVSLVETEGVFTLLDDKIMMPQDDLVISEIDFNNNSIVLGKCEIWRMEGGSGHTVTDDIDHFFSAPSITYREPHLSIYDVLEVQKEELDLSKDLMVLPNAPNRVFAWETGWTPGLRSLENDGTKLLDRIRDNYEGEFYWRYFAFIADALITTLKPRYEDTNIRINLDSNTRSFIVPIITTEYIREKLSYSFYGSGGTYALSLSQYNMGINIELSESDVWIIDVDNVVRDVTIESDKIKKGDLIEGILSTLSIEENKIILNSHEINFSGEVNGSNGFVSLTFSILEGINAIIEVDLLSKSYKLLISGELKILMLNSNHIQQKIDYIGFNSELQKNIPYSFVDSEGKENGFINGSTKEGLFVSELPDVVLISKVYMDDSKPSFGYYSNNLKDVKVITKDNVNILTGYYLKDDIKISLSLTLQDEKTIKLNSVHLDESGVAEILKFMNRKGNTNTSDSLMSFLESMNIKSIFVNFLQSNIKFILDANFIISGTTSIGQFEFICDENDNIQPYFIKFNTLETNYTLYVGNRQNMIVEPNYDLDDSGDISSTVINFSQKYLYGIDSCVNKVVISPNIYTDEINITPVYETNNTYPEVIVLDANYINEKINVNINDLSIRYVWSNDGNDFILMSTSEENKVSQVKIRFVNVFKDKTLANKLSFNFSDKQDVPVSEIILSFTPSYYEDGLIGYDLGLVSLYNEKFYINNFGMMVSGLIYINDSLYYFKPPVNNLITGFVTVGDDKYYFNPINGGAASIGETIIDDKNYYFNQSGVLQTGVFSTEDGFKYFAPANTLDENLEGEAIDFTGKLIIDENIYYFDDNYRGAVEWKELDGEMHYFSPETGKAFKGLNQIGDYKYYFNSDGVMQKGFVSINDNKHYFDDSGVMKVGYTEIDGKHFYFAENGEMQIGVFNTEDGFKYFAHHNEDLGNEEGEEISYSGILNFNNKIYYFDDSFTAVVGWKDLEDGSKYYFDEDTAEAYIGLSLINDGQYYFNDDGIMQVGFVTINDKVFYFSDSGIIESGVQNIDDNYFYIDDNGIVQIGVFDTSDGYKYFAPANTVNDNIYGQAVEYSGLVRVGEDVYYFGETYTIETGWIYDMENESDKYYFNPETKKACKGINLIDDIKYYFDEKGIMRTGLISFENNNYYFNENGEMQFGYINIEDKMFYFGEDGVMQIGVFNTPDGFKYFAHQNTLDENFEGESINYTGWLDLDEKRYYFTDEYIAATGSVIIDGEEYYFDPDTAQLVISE
PfHsp40 yeast – rescue of PfHsp40-mediated yeast toxicity. growth rescue, % at 12.5 µM. S. cerevisiae expressing PfHsp40, growth rescue, ATP luminescence. AID 504582. hit rate 0.68% among 340,000; in the data active = growth rescue above about 28%, passing the limit was not always enough; inconclusive = no clear call, values can overlap the other calls;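 note: yeast W303a lacking pdr1 and pdr3 grown in galactose medium; growth measured after three days at 30 °C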
FadD28 binding – M. tuberculosis FadD28 bisubstrate binding inhibition | inhibition, % at 12.5 µM | FadD28 bisubstrate probe binding, fluorescence polarization | AID 588549 | hit rate 0.22% among 360,000; in the data active = inhibition above about 8.5%, passing the limit was not always enough; inconclusive = no clear call, values can overlap the other calls
Y pestis TopoI – Y. pestis Topo-I inhibition via cleavage products | activity, % at 10 µM | hit rate 0.064% among 360,000 | Y. pestis Topo-I cleavage product accumulation, plate reader | AID 504884; in the data active = activity above about 50%, passing the limit was not always enough; inconclusive = no clear call, values can overlap the other calls; note: inactives centre near 2
An asterisk follows results filed as active; ? = inconclusive; nt = no result given; & = joins results of further samples. Cut-off read from the data, not from the text of the source, unless noted: active = inhibition above about 30%; inconclusive = no clear call, values can overlap the other calls; inactive = below that.

SMILES	PrPC TRFRET	CCHFV vOTU inh	BoNT A protease	Anthrax LF prot	BoNT F protease	TcdB inh	PfHsp40 yeast	FadD28 binding	Y pestis TopoI
COc1cccc(N2C(=NC(=O)COc3ccccc3)SC3CS(=O)(=O)CC32)c1 (configuration not stated)	-9	5	-1.8	-3	4	0.3	0.5	-0.7	-1
O=C(COC(=O)c1ccc(Cl)nc1)NCCC1=CCCCC1	-5	10	-0.9	-1	-4	0.9	0.1	-3.2	-6
Cc1ccc(OCc2cc(C(=O)N3CCCC(C)C3)no2)cn1 (configuration not stated)	7	-3	0.4	7	3	0.3	nt	0.1	4
C1CCC(c2nn3c(-c4n[nH]c5c4CCC5)nnc3s2)CC1	5	5	0.4	-2	4	nt	-0.4	-0.9	26
CCCOc1c(Br)cc(/C=N/O)cc1OC	2	7	0.0	0	-8	nt	-0.2	-4.2	4
CCS(=O)(=O)N1CCN(C(=O)c2ccccc2[N+](=O)[O-])CC1	-7	-8	-1.5	2	-1	0.0	-0.8	0.5	-2
O=C(Nc1cccc(Cl)c1)c1ccc2c(c1)OCCO2	5	-3	-0.7	-4	7	3.6	81*	-1.9	-4
O=C(Cc1cccc(NC(=O)C2CCN(C(=O)c3ccccc3)CC2)c1)Nc1cccc(C(=O)N2CCCC2)c1	2	-6	-0.1	-6	1	1.7	-1.1	-0.3	30
O=C(Cc1ccccc1)OC(COCc1ccccc1)CN1CCOCC1 (configuration not stated)	-3	-1	1.1	1	?	nt	-0.9	-3.2	2
COc1cc(-c2nc3c(c(C)nn3-c3ccccc3)c3cc(OC)c(OC)cc23)ccc1O	3	8	0.7	2	-1	nt	-0.7	-4.5	3
COc1ccc(C2C(C#N)=C(C)NC3=C2C(=O)CC(C)(C)C3)c(OC)c1 (configuration not stated)	nt	nt	1.0	-9	0	nt	-1.5	-3.1	4
COc1cc(NS(=O)(=O)c2cc(C(=O)NCCc3ccccn3)ccc2OC)cc(OC)c1	-3	8	-0.4	-6	-9	1.1	-0.4	-6.8	1
COc1ccc(-c2noc(-c3ccc(Br)o3)n2)cc1OC	-3	-7	0.5	-3	8	nt	-0.3	-1.0	0
COc1ccc(-n2c(C)nn(CC3CC3)c2=O)cc1	-1	-6	-0.7	0	-8	1.0	0.4	0.3	4
O=C(Cc1c(F)cccc1Cl)Nc1ccccc1N1CCCCC1	-3	11	-0.8	-5	0	-1.8	-0.9	-1.5	-2
COc1cc(C(=O)O[C@H]2C/C(C)=C/CC[C@]3(C)O[C@@H]3C(O)C2C(C)C)cc(OC)c1OC (some centres not stated)	-10	-2	0.8	20	30	4.5	1.8	-0.5	23
O=C(CCC1CCCN(C(=O)c2ccoc2)C1)NCc1ccc(F)c(F)c1 (configuration not stated)	1	7	0.0	-3	-3	0.8	-0.5	-4.6	5
S=C=Nc1cccc(C2(N3CCCCC3)CCCCC2)c1	-9	7	0.0	-8	-16	1.9	-0.1	-1.4	-7
O=C(Nc1ccc(Cl)cc1)C1C2CCCCC21 (configuration not stated)	-1	-11	-3.2	6	25	-0.3	0.0	-1.4	1
COCCNC(=O)C1CCCN(Cc2cccc(Cl)c2)CC1 (configuration not stated)	nt	nt	0.2	0	-1	nt	nt	-1.9	3

Taken from the results shown (5 entries):
SMILES	PrPC TRFRET	CCHFV vOTU inh	BoNT A protease	Anthrax LF prot	BoNT F protease	TcdB inh	PfHsp40 yeast	FadD28 binding	Y pestis TopoI
O=C(Cc1c(F)cccc1Cl)Nc1ccccc1N1CCCCC1	-3	11	-0.8	-5	0	-1.8	-0.9	-1.5	-2
COc1cc(C(=O)O[C@H]2C/C(C)=C/CC[C@]3(C)O[C@@H]3C(O)C2C(C)C)cc(OC)c1OC (some centres not stated)	-10	-2	0.8	20	30	4.5	1.8	-0.5	23
O=C(CCC1CCCN(C(=O)c2ccoc2)C1)NCc1ccc(F)c(F)c1 (configuration not stated)	1	7	0.0	-3	-3	0.8	-0.5	-4.6	5
S=C=Nc1cccc(C2(N3CCCCC3)CCCCC2)c1	-9	7	0.0	-8	-16	1.9	-0.1	-1.4	-7
O=C(Nc1ccc(Cl)cc1)C1C2CCCCC21 (configuration not stated)	-1	-11	-3.2	6	25	-0.3	0.0	-1.4	1

(next part)
SMILES	PrPC TRFRET	CCHFV vOTU inh	BoNT A protease	Anthrax LF prot	BoNT F protease	TcdB inh	PfHsp40 yeast	FadD28 binding	Y pestis TopoI
O=c1[nH]c(=O)n(Cc2ccccc2)c2nc(-c3ccc(Oc4ccc(F)cc4)c([N+](=O)[O-])c3)n(CCO)c12	3	13	-0.2	0	1	0.2	-0.5	0.3	-1
Cc1cccc(CCNC(=O)CCS(=O)(=O)c2ccc3nc(C)sc3c2)c1	-4	-1	0.0	0	-8	-0.4	0.0	-1.2	10
COc1cccc(CNS(=O)(=O)c2ccc3c(c2)C(C)(C)C(=O)N3C)c1	nt	nt	-3.0	-1	-2	nt	-1.1	0.0	13
CCOC(=O)C1=C(CN2CCN(c3ccc(F)cc3)CC2)NC(=O)NC1c1cccs1 (configuration not stated)	0	5	1.8	3	?	nt	1.6	-3.3	30
CSc1ccc(S(=O)(=O)Nc2ccc(NC(C)=O)cc2)cc1	-6	0	0.5	8	?	nt	-0.6	-2.7	-6
CCCc1oc(C(=O)O)cc1CN	-4	-13	-0.1	-2	1	-8.9	0.9	3.8	-4
NC(=O)C1CCN(C(c2ccccc2Cl)c2nnnn2CC2CCCO2)CC1 (configuration not stated)	9	-3	0.3	-1	1	nt	0.4	0.3	2
Cc1nn(CCC(=O)O)c2nc(-c3cccnc3)cc(C(F)(F)F)c12	-3	-16	-1.6	-8	0	nt	-1.4	-1.4	-7
CO/N=C/NC(=O)c1c(OC)ccnc1Oc1ccc(F)cc1	1	7	-0.8	5	-9	0.4	-1.4	-1.0	-1
CC1=CS(=O)(=O)CC1SC(=S)N(C)C1CCS(=O)(=O)C1 (configuration not stated)	3	2	0.6	-2	-1	-0.9	-1.0	0.4	-2
O=C(CCSc1nc(-c2ccc3c(c2)OCO3)cc(C(F)(F)F)n1)NCc1ccco1	4	11	-0.3	-4	-1	0.7	-0.2	-0.3	2
CCOC(=O)C1CCCN(C(=O)C2CCN(S(=O)(=O)c3c(C)noc3/C=C/c3ccccc3F)CC2)C1 (configuration not stated)	1	8	1.3	0	3	7.7	-1.0	-2.0	23
O=C(NCCN1CCCC1)C(c1ccccc1)c1ccccc1	-8	-13	-60	-53	?	1.6	-1.1	0.3	0
COc1ccc(CN(C)CC(O)COC(c2ccc(OC)cc2)c2ccc(OC)cc2)cc1 (configuration not stated)	-20	4	-2.6	-4	-15	0.4	0.2	-2.6	4
Cc1ccc(C(c2nnnn2CS(=O)(=O)c2ccc(C)cc2)N2CCN(c3ncccn3)CC2)cc1 (configuration not stated)	-1	4	-0.8	3	8	nt	-0.9	-2.2	4
Nc1nc2nccc(-c3cccnc3)n2n1	9	-43	-1.4	-7	-4	1.3	-1.1	-1.0	2
O=C(CNC(=S)N(CCCN1CCOCC1)Cc1cccs1)NCc1ccc(Cl)cc1	6	6	0.9	-1	-3	1.3	1.6	-5.9	15
CCC(C(=O)Nc1ccc(C(=O)Nc2ccccc2C(=O)O)cc1)c1ccccc1 (configuration not stated)	-3	1	-0.4	-1	2	0.4	-0.6	-19	17
Cc1ccc(C)n1-c1sc2c(c1C#N)CCC(C)C2 (configuration not stated)	1	4	-1.4	-5	2	nt	0.5	-3.0	7
O=C(CNC(=O)c1cccs1)NCC(=O)OCc1ccccc1Br	-2	2	0.3	6	2	3.8	-0.2	-3.4	-10
O=C1C2C3C=CC(C4CC34)C2C(=O)N1c1cccc2ccccc12 (configuration not stated)	-3	8	-1.1	-7	20	1.0	-1.5	-3.8	5
COc1ccc(CNc2ncc(-c3ccc(Br)cc3)n2C)cc1OC	-2	1	2.8	15	-10	2.7	-1.0	-4.3	-13
CCCCN(C)CCC(=O)Nc1ccc(Cl)cc1	-8	-5	1.1	0	12	nt	-1.3	1.3	3
CCOC(=O)c1sc(=S)n(CC)c1NC(=O)CC	-7	21	0.0	-5	-2	nt	-0.8	-1.5	11
O=C(CCCn1c(SCC(=O)NCCc2ccccc2)nc2ccccc2c1=O)NCC1CCCO1 (configuration not stated)	6	-6	0.1	0	-5	0.9	0.5	0.3	7
Cn1c(=O)[nH]c(=O)c2c1nc(NCCN)n2CCOc1ccccc1	-5	-14	0.5	-14	-18	2.3	0.6	-4.9	12
Cc1cccc(C)c1NS(=O)(=O)c1ccc(-c2ccc(=O)[nH]n2)o1	-2	0	-1.1	-2	-6	0.6	0.0	0.3	2
COc1ccc(-c2cn(-c3ccccc3)c(=S)[nH]2)cc1OC	0	7	-3.0	-11	-23	3.7	1.9	-1.6	-7
CCCN1CCC(=O)N([C@H](CSc2ccc(Br)cc2)Cc2ccccc2)CC1	-2	-9	0.0	6	-2	2.0	1.4	-0.2	5
CCN(CC)S(=O)(=O)c1ccc(NC(=O)C(C)N(c2ccc(OC)cc2)S(C)(=O)=O)cc1 (configuration not stated)	-4	-18	-1.4	-6	-17	nt	0.7	0.7	10

Five of these compounds in a different format.
Structure | PrPC TRFRET | CCHFV vOTU inh | BoNT A protease | Anthrax LF prot | BoNT F protease | TcdB inh | PfHsp40 yeast | FadD28 binding | Y pestis TopoI
CCCCN(C)CCC(=O)Nc1ccc(Cl)cc1 | -8 | -5 | 1.1 | 0 | 12 | nt | -1.3 | 1.3 | 3
CCOC(=O)c1sc(=S)n(CC)c1NC(=O)CC | -7 | 21 | 0.0 | -5 | -2 | nt | -0.8 | -1.5 | 11
O=C(CCCn1c(SCC(=O)NCCc2ccccc2)nc2ccccc2c1=O)NCC1CCCO1 (configuration not stated) | 6 | -6 | 0.1 | 0 | -5 | 0.9 | 0.5 | 0.3 | 7
Cn1c(=O)[nH]c(=O)c2c1nc(NCCN)n2CCOc1ccccc1 | -5 | -14 | 0.5 | -14 | -18 | 2.3 | 0.6 | -4.9 | 12
Cc1cccc(C)c1NS(=O)(=O)c1ccc(-c2ccc(=O)[nH]n2)o1 | -2 | 0 | -1.1 | -2 | -6 | 0.6 | 0.0 | 0.3 | 2

Further entries follow.
SMILES	PrPC TRFRET	CCHFV vOTU inh	BoNT A protease	Anthrax LF prot	BoNT F protease	TcdB inh	PfHsp40 yeast	FadD28 binding	Y pestis TopoI
COCCCn1c(SCC(=O)N(C)C)nnc1-c1ccccc1	2	-6	-1.0	1	-2	0.6	0.6	-4.2	-6
O=[N+]([O-])c1ccc(S(=O)(=O)Nc2ccncc2)cc1	-14	-14	-1.9	-1	-1	1.4	1.0	-2.9	6
CCN1C(=O)/C(=C2/C=CC=CN2C)SC1=S	-21	23	-3.4	-2	-9	nt	0.3	0.1	3
CCN(CC)CCCNc1cc(C)c(C#N)c2nc3ccccc3n12	4	-170	0.0	0	1	0.3	nt	0.6	0
CSc1ncnc2[nH]ccc12	8	-13	0.1	-5	0	0.5	0.5	-2.8	2
COc1ccc(OCC(=O)Nc2ccc(S(=O)(=O)N3CCN(C)CC3)cc2)cc1	-1	-15	1.1	-2	-4	0.3	-0.8	-1.6	-1
CC(C)(C)CNC(=O)C1(C)CCN1C(=O)c1ccccc1CCc1ccccc1 (configuration not stated)	8	10	-0.2	-3	-9	1.0	nt	-0.2	42
COc1ccc(C2CC(c3ccc(Br)cc3)=NN2C(=O)CCC(=O)O)cc1OC (configuration not stated)	-5	-6	2.3	-8	-18	0.9	-0.8	-1.1	10
CC(=O)N1CCN(C(=O)CCc2c[nH]c3ccccc23)CC1	-3	9	0.5	-1	-3	nt	-1.9	-2.7	1
COc1ccc(S(=O)(=O)Nc2cccc3c2O[C@H](CN(C)Cc2ccncc2)[C@@H](C)CN([C@H](C)CO)C3=O)cc1	-1	-7	0.2	2	-1	-0.1&1.3	-1.1	-1.1	16
CCOC(=O)N1CCN(C(=O)c2cccn3c(=O)c4cc(Br)ccc4nc23)CC1	-4	-24	0.8	-7	-1	1.0	-0.4	-3.5	-1
